Compound activity as filed in PubChem.
Akt phos inh – HTS Assay for Inhibitors of Akt Phophorylation: Primary Screen; 360,000 tested, 0.32% active; activity change, % for hits at 50 µM; Neuro2A IGF-stimulated pAkt S473 HTRF, 20 min; active compounds read low; AID 651550, 2012; in the data active = activity change below about -80%; inconclusive = mostly about -51% to -80%; note: % is set by controls: 0 for no effect and ±100 for the full control effect
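Single-point screen (50 µM final compound) in Neuro2A cells stimulated 20 min with 6 nM IGF at 37 deg C. After lysis, Ser473-phosphorylated Akt read by HTRF (ex 330 nm, em 615/665 nm) as the 665/615 ratio.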
D3 antag – qHTS of D3 Dopamine Receptor Antagonist: qHTS; AID 652054, 2013; 360,000 tested, 2.5% active; D3R cells, DiscoveRx beta-arrestin luminescence, antagonist mode; active compounds read low; D(3) dopamine receptor (Homo sapiens), P35462; max response, negative = inhibition, %; in the data active = max response below about -50%; inconclusive = no clear call, values can overlap the other calls; note: % is set by controls: 0 for no effect and ±100 for the full control effect; mostly tested at two doses, the higher about 12 µM
Target sequence (P35462 whole entry, looked up): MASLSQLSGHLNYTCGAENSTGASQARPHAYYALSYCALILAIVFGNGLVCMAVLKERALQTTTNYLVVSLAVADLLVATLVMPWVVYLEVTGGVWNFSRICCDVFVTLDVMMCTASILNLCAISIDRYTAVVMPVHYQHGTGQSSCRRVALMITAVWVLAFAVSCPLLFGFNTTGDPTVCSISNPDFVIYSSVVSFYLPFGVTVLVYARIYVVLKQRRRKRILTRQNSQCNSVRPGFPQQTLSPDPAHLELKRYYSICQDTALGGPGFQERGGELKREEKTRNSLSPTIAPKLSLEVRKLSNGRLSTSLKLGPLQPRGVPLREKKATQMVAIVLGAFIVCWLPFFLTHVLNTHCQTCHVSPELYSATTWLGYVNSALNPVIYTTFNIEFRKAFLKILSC
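Cells expressing the human receptor were seeded at 1500 cells/well, incubated overnight at 37 degrees C in 5% CO2, then exposed to library compounds with dopamine controls for 90 minutes at 37 degrees C before luminescent detection.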
EPAC2 ag – qHTS for Agonist of cAMP-regulated guanine nucleotide exchange factor 4 (EPAC2): primary screen; EPAC2 activation, biochemical qHTS; response scale: 100% = 6.5 mM cAMP response; AID 720711, 2013; Potency, µM (top dose mostly 154 µM), for inactives: at the highest dose activation, most hits filed as activators; Rap guanine nucleotide exchange factor 4 (Homo sapiens), Q8WZA2; 360,000 tested, 0.079% active; note: potency is the fitted concentration of half-maximal effect; nearly all actives have a fitted effect of over 50% in size
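Guanine nucleotide exchange by EPAC2 is measured as reduced fluorescence of BODIPY-GDP once it is released from 250 nM Rap1B. Plates are read kinetically for 30 min at room temperature; results are scaled to 6.5 mM cAMP.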
PTHR1 ag – qHTS for PTHR1 Agonists: Primary Screen; 410,000 tested, 0.075% active; Parathyroid hormone/parathyroid hormone-related peptide receptor (Homo sapiens), Q03431; AID 743266, 2014; HEK293 GP2 PTHR1 cells, GloSensor cAMP luminescence, 1 h; Potency, µM (top dose mostly 115 µM), for the others: at the highest dose activation, usual class: activators; note: potency is the fitted concentration of half-maximal effect; nearly all actives have a fitted effect of over 55% in size; some results filed as inactive show a strong effect at the top dose; inactives centre near -15; many of its hits are not listed in these tables
Target sequence (Q03431 whole entry, looked up): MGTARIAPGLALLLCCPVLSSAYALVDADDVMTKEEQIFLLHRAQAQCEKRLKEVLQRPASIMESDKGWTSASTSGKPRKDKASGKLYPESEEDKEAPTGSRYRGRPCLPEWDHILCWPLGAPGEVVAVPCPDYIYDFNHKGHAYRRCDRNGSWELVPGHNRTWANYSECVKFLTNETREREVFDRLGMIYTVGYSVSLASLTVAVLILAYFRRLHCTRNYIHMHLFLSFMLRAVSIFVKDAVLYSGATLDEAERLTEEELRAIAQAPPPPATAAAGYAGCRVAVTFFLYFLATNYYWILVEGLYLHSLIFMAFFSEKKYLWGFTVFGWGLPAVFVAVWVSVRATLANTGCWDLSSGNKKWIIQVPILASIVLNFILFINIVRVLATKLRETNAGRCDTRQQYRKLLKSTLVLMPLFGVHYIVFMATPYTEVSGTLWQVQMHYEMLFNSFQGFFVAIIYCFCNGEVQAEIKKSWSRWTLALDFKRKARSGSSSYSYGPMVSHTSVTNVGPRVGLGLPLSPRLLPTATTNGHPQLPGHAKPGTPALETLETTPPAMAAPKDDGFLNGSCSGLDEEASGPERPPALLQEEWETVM
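HEK-293-derived GP2 cells expressing PTHR1 and a GloSensor cAMP reporter, 3,000/well, plated overnight, given luciferin plus IBMX (each 0.5 mM as added) for 1 h at 37 °C, then compound for 1 h at 37 °C. Luminescence was read after 15 min at room temperature.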
CCT chaperon mod – High-Throughput Screening for Modulators of Cytosolic Chaperonin Activity | purified chaperonin ATPase assay, HTRF ADP detection, 30 min | activity change, % (test concentration not listed), hits read low | 360,000 tested, 0.3% active; in the data active = activity change below about -30%; note: % is set by controls: 0 for no effect and ±100 for the full control effect
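We incubate TRiC, 40 or 20 nM final, with library compounds at 76 uM and 10 uM ATP for 30 min at 37 °C. ADP formed is detected with Transcreener HTRF reagents after 30 min at room temperature.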
D3 ag – qHTS of D3 Dopamine Receptor Agonist: qHTS. D3R DiscoveRx beta-arrestin cells, luminescence, 90 min. D(3) dopamine receptor (Homo sapiens), P35462. AID 652048, 2013. 410,000 tested, 0.58% active. max activation, %; in the data active = max activation above about 30%; note: 0% is about no effect; mostly tested at two doses, the higher about 12 µM
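Agonist-mode cell screen: cells plated at 1500/well and incubated overnight at 37 °C, then exposed to library compounds for 90 min at 37 °C. Detection reagent was added for 30–60 min at room temperature, and luminescence was read.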
Mm-Cpn inhibitor – Inhibitors of TCP-1 ring complex (TRiC) of Methanococcus maripaludis (MmCpn): qHTS; Chaperonin Mm-Cpn (Methanococcus maripaludis); purified Mm-Cpn ATPase, ADP Transcreener TR-FRET; Potency, µM (top dose mostly 76.9 µM), for inactives: at the highest dose activity, negative = inhibition, most hits filed as inhibitors; 330,000 tested, 0.031% active; note: potency is the fitted concentration of half-maximal effect; % is set by controls: 0 for no effect and ±100 for the full control effect; nearly all actives have a fitted effect of over 80% in size
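Quantitative HTS used 25 nM Mm-CPN and 10 uM ATP in magnesium/KCl Tris buffer, pH 7.4, with 1 mM DTT. Hydrolysis ran 30 min at 37°C; ADP was read by HTRF.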
EPAC2 antag – qHTS for Antagonist of cAMP-regulated guanine nucleotide exchange factor 2 (EPAC2): primary screen; EPAC2 GEF exchange of Rap1B-BODIPY-GDP, fluorescence; Potency, µM (doses to about 114 µM), without a hit: at the highest dose activity, negative = inhibition, most hits filed as inhibitors; 360,000 tested, 0.18% active; note: potency is the fitted concentration of half-maximal effect; % is set by controls: 0 for no effect and ±100 for the full control effect; nearly all actives have a fitted effect of over 45% in size; many of its hits are not listed in these tables
* = called active by the depositor; i = inactive; ? = inconclusive; . = not tested or not shown; & = joins results of further samples; [ ] = remark or other dose. Unless noted, calls come from the whole dose curve; as a rule, active = well fitted curve in the direction sought with a large enough effect; inconclusive = small, poorly fitted or top-dose-only effect, or another doubt; inactive = no such curve, though single readings can be large; an effect the other way counts as inactive or inconclusive. This is a subset; count on the stated rates, not on these rows.

The line under a structure holds: EPAC2 ag	D3 ag	D3 antag	Akt phos inh	PTHR1 ag	EPAC2 antag	Mm-Cpn inhibitor	CCT chaperon mod
> CCN(CC)C(=O)C1CCN(S(=O)(=O)c2ccc3oc4ccccc4c3c2)CC1
→ -4%	20	55	i	i	-1%	-2%	-0.1
> O=C(NCC1CCCO1)c1ccc2c(c1)ncn2-c1cccc(F)c1 (stereo not drawn)
→ 11%	-1	-1	i	-13%	12%	0%	-1.4
> O=C(O)Cc1csc(-c2ccc(F)cc2)n1
→ 19%	6	1	i	-23%	6%	3%	-1.6
> Nc1[nH]c(C(=O)c2ccccc2)c(-c2cccc3ccccc23)c1C(=O)NCc1ccccc1
→ -6%	7	1	i	-43%[inhibitor]	3%	.	-0.2
> Cc1cccc(OCc2n[nH]c(=S)n2C2CCCCC2)c1
→ 4%	-9	-10	i	-15%	-20%	-1%	0.6
> CCCCc1ccc(NC(=O)CN(C)CC(=O)Nc2ccccc2Cl)cc1
→ 15%	3	-3	i	i	-23%	-2%	-2.1
> C=CCC[C@@H](CCCCC)OC(=O)/C=C/[C@@H](O)[C@H](O)C[C@@H](O)CC=C
→ -8%	1	5	i	-9%	-18%	.	-1.2
> Cn1c(-c2ccc(C(=O)c3ccccc3)s2)nc2ccccc21
→ 6%	-4	?	i	-21%[57.5 µM]	-2%	.	0.3
> CCOc1ccc(C(c2nnnn2C(C)(C)C)N2CCN(C(=O)c3ccco3)CC2)cc1 (stereo not drawn)
→ 5%	-9	-11	i	-25%	-5%	-1%	-1.4
> Cc1ccc(-c2nnn(CC(=O)N(c3cccc(O)c3)C(C(=O)NC(C)(C)C)c3cccs3)n2)o1 (stereo not drawn)
→ 3%	-7	37	i	-23%	2%	0%	-0.4
> COCCCNC1=C(Cl)C(=O)c2ccccc2C1=O
→ 2%	-1	-9	i	-50%[inhibitor]	-21%	-3%	0.3
> CCCCNC(=O)c1cc2c(=O)n(CC)c3ccccc3c2s1
→ 7%	-26	0	i	-22%	7%	1%	-3.4
> CCOc1ccccc1Oc1coc2cc(OC)ccc2c1=O
→ -4%	1	-19	i	i	16%	-2%	1.3
> O=C(Cc1ccc(S(=O)(=O)N2CCOCC2)s1)Nc1ccc(N2CCOCC2)cc1
→ 9%	1	-2	i	i	5%	-1%	-2.9
> COc1ccc(NC(=O)CSc2nnc(C)n2N)cc1S(=O)(=O)N1CCCCC1
→ -3%	-2	-22	i	0%	-3%	1%	-0.2
> COc1ccccc1/C=C/C=N/Nc1cccc(C(=O)O)c1
→ 0%	-6	-6	i	-39%[inhibitor]	-6%	-7%	-0.7
> O=C1CCCC2=C1C(c1ccc(O)c(O)c1)Nc1ccc3ncccc3c12 (stereo not drawn)
→ 4%	2	-20	i	i	-4%	-2%	-2.4
> Fc1ccc(-n2c(-c3ccc4ccccc4n3)n[nH]c2=S)cc1
→ 11%	-9	-21	i	28%	1%	1%	-0.4
> N#Cc1ccccc1Sc1ccccc1N
→ 14%	2	-15	i	-7%[57.5 µM]	-7%	0%	-0.9
> CN(Cc1ccccc1)C(=O)C1CCN(S(=O)(=O)c2ccc3nc4c(c(C(=O)O)c3c2)CCCC4)CC1
→ 9%	8&6	15	i	i	11%	-6%	2.7

Just Akt phos inh and D3 antag (3 entries from above):
structure,Akt phos inh,D3 antag
O=C1CCCC2=C1C(c1ccc(O)c(O)c1)Nc1ccc3ncccc3c12 (stereo not drawn),i,-20
Fc1ccc(-n2c(-c3ccc4ccccc4n3)n[nH]c2=S)cc1,i,-21
N#Cc1ccccc1Sc1ccccc1N,i,-15

(next part)
The line under a structure holds: EPAC2 ag	D3 ag	D3 antag	Akt phos inh	PTHR1 ag	EPAC2 antag	Mm-Cpn inhibitor	CCT chaperon mod
> CCCn1c(=O)c(C(=O)NNS(=O)(=O)c2ccc(NC(=O)OC)cc2)c(O)c2ccccc21
→ 22%	-8	?	i	-4%	-14%	0%	-0.5
> Cc1ccccc1S(=O)(=O)Cc1ccc(C(=O)N2CC(C)CC(C)C2)o1 (stereo not drawn)
→ 2%	1	13	i	-61%[inhibitor]	2%	-1%	-0.9
> CCN(CC)c1ccc(C=Nc2ccccc2C)c(O)c1
→ -1%	3	10	i	i	4%	0%	-1.3
> CCc1ccc(C2=NNC(=Nc3c(C)n(C)n(-c4ccccc4)c3=O)SC2)cc1
→ -4%	0	1	i	i	0%	-2%	-0.4
> COCc1nnc(NC(=O)c2ccc(OC)cc2OC)s1
→ 3%	-21	-20	i	-8%	5%	0%	-0.6
> O=C(Oc1nsnc1N1CCOCC1)N(c1ccccc1)c1ccccc1
→ 14%	-1	-28	i	-10%[57.5 µM]	-7%	0%	-0.5
> COc1cccc(C(=O)/C(C#N)=N/Nc2cccc(-c3ccnc(C)n3)c2)c1
→ -5%	0	25	i	-41%[inhibitor]	?	1%	-0.8
> Cc1cccc(C)c1-n1cccc1/C=C1\SC(=S)N(c2cccc(C(=O)O)c2)C1=O
→ -4%	1	-5	i	-50%	?	1%	-0.3
> CCCCn1c(N)c(N(CC(C)C)C(=O)c2cccc(OCc3ccccc3)c2)c(=O)[nH]c1=O
→ -1%	-5	-19	i	-25%	-8%	0%	-1.9
> Nc1nnnn1/N=C/c1ccc(N2CCCCC2)c([N+](=O)[O-])c1
→ -2%	-6	-54*	i	-11%	-8%	-11%	-1.6
> O=C(O)c1ccc(NC(=S)NC(=O)c2cccc(COc3ccccc3)c2)cc1
→ 2%	1	-9	i	-11%	-19%	-2%	0.1
> COc1ccc(OC)c(C2=Nn3c(nnc3-c3cc(C)[nH]n3)SC2)c1
→ -1%	2	15	i	0%	-19%	-2%	-0.7
> Cc1nn(C)c(Cl)c1S(=O)(=O)N1CCC(CO)(CCc2ccccc2)CC1
→ 5%	-1	7	i	-1%	-1%	4%	0.8
> CCCCOc1cccc(C(=O)O)c1
→ -1%	-4	0	i	-1%	-7%	0%	-2.1
> O=C(CCl)Nc1ccccc1Sc1ccc(Cl)cc1
→ 16%	-4	?	.	-45%[inhibitor]	-28%	-2%	0.3
> O=C(COc1ccc(Cl)cc1)NCc1nnc(SCC(=O)Nc2ccccc2F)o1
→ 2%	3	-4	i	0%	11%	1%	1.1
> CC1CN(C)C(C)c2c1oc1ccc(N)cc21 (stereo not drawn)
→ -1%	-10	?	i	?	-5%	2%	-0.9
> Cc1nc(-c2ccc(S(=O)(=O)NCc3cccnc3)s2)cs1
→ 14%	5	-12	i	-36%[inhibitor]	1%	?	-1.4
> CCOc1ccccc1NC(=O)CSc1nnnn1Cc1ccccc1
→ 1%	5	-59*	i	-5%[57.5 µM]	3%	0%	-1.7
> COc1ccc(CC(N)c2csc(NC(=O)Nc3ccc(OC)cc3)n2)cc1 (stereo not drawn)
→ 8%	-9	0	i	-14%	2%	.	1.3

(further entries)
The line under a structure holds: EPAC2 ag	D3 ag	D3 antag	Akt phos inh	PTHR1 ag	EPAC2 antag	Mm-Cpn inhibitor	CCT chaperon mod
> COCCCNC(=O)CCn1c(=O)c2ccccc2n(Cc2cccc([N+](=O)[O-])c2)c1=O
→ 0%	4	-17	i	i	1%	-1%	-1.4
> CCOC(=O)c1[nH]c2ccc(OC)cc2c1NC(=O)/C=C/c1ccc2c(c1)OCO2
→ 1%	-24	7	i	-61%[inhibitor]	-5%	1%	3.5
> O=C(CCN1C(=O)/C(=C/c2ccccc2F)SC1=S)Nc1cccnc1
→ 11%	-11	18	i	-69%[inhibitor]	0%	-5%	-2.3
> CCCCn1nnnc1C1(C)CCC(=O)N1CCc1ccc(O)cc1 (stereo not drawn)
→ 10%	-6	0	i	-16%	1%	.	-2.7
> OC1COC(c2ccccc2)OC1C1OC(c2ccccc2)OCC1O (stereo not drawn)
→ 4%	12	-14	i	i	-6%	.	-0.7
> O=C(NCc1ccncc1)c1nnc(Cc2c(F)cccc2Cl)o1
→ 4%	2	18	i	-40%[inhibitor]	15%	1%	3.4
> O=C(CCn1c(=O)oc2ccccc21)NCCCN1CCN(c2ccc(F)cc2)CC1
→ 7%	1	-52*	.	i	10%	0%	-1.0
> CCCCNC(=S)N(C)/N=C/c1c(F)c(F)c(F)c(F)c1F
→ -8%	2	3	i	-29%	-13%	0%	-2.2
> O=C(Cn1nc(Cc2cccnc2)c2ccccc2c1=O)NCC1CCCO1 (stereo not drawn)
→ 1%	-8	0	i	i	10%	-13%	-1.9
> O=C(Nc1ccc(N2CCOCC2)nc1)c1cccs1
→ 8%	2	2	i	i	-8%	2%	-4.1
> CC1CN(Cc2nnc(-c3ccccc3)o2)CC(C)O1 (stereo not drawn)
→ 14%	-1	10	i	-12%	2%	1%	-11
> COc1ccc(-c2noc(CCC(=O)N3CCN(c4cccc(OC)c4)CC3)n2)cc1
→ 15%	44*	102	i	-56%[inhibitor]	12%	0%	-0.9
> O=C(Nc1ccnc(-c2cccnc2)n1)c1ccc(Cl)cc1
→ 13%	-2	14	i	i	-4%	1%	1.9
> N#CCN=C(c1ccccc1)c1ccccc1
→ 7%	12	11	i	i	-13%	-2%	1.0
> COC(=O)CSc1ccsc1C(=O)O
→ -2%	5	8	i	-13%	1%	-3%	-0.8
> O=C(Nc1ccn(CCCNCCc2ccccn2)c(=O)n1)OCc1ccccc1
→ 12%	-7	-15	i	-15%	5%	.	-0.5
> S=C(NNc1ccc2ccccc2c1)NC1CCCCC1
→ -3%	-13	0	i	-5%	-3%	1%	-3.6
> C/C(=N/N=C/c1ccccc1O)c1ccccc1O
→ -4%	-14	4	i	-22%	11%	-5%	1.6
> CCN(CC)C(=O)c1sc(NC(=O)c2ccoc2C)c(C(=O)OC)c1C
→ -85%[15.6 µM]	-2	0	.	i	-1%	2%	-0.7
> CCCCN1C(=O)c2cccc3cc(O)cc(c23)C1=O
→ 11%	3	8	i	-20%	-13%	.	-0.6
> O=C(CCCNC(=O)c1ccc(Cl)cc1)Nc1ccccc1F
→ 4%	-1	11	i	i	4%	0%	-0.6
